# CIT2 TOR yeast: alters CIT2-GFP fluorescence in TOR pathway yeast screen | S. cerevisiae CIT2-GFP strain, flow cytometry, 3 h; 100 means same as DMSO wells | GFP response vs DMSO, % at 10 µM | hit rate 0.065% among 320,000 | AID 2029;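 active = GFP response relative to DMSO above a set limit, near the screen mean plus 3 SD, cut at about 150% in these data; inconclusive = Fewer than 70 cells measured for a yeast strain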;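 note: ratio of well median GFP fluorescence to mean of DMSO wells on the plate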
# AHR act: activates the human aryl hydrocarbon receptor. AHR-responsive luciferase reporter cells, luminescence. hit rate 2.5% among 320,000. P35869. AID 2796. activation, % at 5 µM; in the data active = activation above about 47%;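 note: 0% = vehicle wells and 100% = reference agonist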
# Target sequence (P35869 whole entry, looked up): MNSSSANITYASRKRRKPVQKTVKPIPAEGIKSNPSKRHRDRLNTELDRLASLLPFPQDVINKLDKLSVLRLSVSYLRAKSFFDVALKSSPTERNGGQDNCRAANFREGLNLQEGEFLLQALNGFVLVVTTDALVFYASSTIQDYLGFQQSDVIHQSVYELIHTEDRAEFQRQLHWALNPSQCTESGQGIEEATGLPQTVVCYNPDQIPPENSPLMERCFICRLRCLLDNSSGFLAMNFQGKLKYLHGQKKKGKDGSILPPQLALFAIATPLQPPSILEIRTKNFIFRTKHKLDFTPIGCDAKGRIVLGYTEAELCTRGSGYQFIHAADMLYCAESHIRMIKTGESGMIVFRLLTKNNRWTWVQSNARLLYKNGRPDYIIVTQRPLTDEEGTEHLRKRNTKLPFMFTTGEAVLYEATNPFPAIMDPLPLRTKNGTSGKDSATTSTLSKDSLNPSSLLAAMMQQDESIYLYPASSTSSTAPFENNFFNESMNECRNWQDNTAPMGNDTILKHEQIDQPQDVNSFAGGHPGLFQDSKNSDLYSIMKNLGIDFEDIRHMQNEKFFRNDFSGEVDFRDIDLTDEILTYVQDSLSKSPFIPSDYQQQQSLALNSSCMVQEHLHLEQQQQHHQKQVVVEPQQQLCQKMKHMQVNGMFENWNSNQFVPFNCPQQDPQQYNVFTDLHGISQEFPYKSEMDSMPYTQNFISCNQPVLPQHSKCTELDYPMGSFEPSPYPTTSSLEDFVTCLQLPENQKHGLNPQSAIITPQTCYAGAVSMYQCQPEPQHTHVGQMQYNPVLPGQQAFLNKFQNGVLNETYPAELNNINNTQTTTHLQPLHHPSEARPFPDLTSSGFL
# LAP4-GFP MLPCN: yeast TOR pathway LAP4-GFP modulation | S. cerevisiae LAP4-GFP multiplex, flow cytometry GFP, 3 h; median GFP as percent of DMSO wells | GFP response vs DMSO, % at 10 µM | hit rate 0.34% among 320,000;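 active = GFP response vs DMSO above a set limit, about the screen mean plus 3 SD, cut at about 150% in these data; inconclusive = under 70 cell events counted for the yeast strain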
# AGP1 TOR yeast: yeast TOR pathway AGP1-GFP modulation; S. cerevisiae AGP1-GFP multiplex flow cytometry, 3 h; GFP as percent of DMSO wells; GFP response vs DMSO, % at 10 µM; hit rate 0.02% among 320,000;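 active = GFP response relative to DMSO above a set limit, near screen average plus 3 SD, cut at about 150% in these data; inconclusive = fewer than 70 cells counted for the yeast strain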;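 note: median GFP channel fluorescence of the gated AGP1 strain per well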
# MEP2-GFP yeast: modulators of TOR pathway MEP2-GFP in S. cerevisiae | S. cerevisiae MEP2-GFP strain, flow cytometry GFP, 3 h; 100% = DMSO control level | GFP response vs DMSO, % at 10 µM | hit rate 0.51% among 330,000 | AID 2016;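 active = GFP response versus DMSO above a set limit, roughly screen mean plus 3 SD, cut at about 180% in these data; inconclusive = fewer than 70 cells counted for a yeast strain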;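 note: median GFP fluorescence of the barcode-gated MEP2-GFP cells per well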
# procasp7 counter: counter-screen for procaspase-3 activators: activators of human procaspase-7 | P55210 | recombinant procaspase-7, Ac-DEVD-pNA absorbance 405 nm; D23A/D198A/D206A triple mutant, cannot self-cleave; scale: DMSO 0, 5 µM enzyme 100 | activation, % at 8.5 µM | hit rate 0.093% among 330,000 | AID 463210;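 active = percent activation above the screen-wide mean plus 3 SD, cut at about 25% in these data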
#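 Assay system: Uncleavable procaspase-7 mutant enzyme; Input: 2 µM procaspase-7 mutant as dispensed; Also added: DEVD-pNA substrate; Medium: Zinc-free HEPES pH 7.4 with 300 mM NaCl, 0.01% Triton X-100; Timing: 1 h compound preincubation, 2 h substrate cleavage, 25 °C; Measured by: Epi-absorbance of released pNA at 405 nm, two timepoints.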
# procasp3 activ: activators of human procaspase-3; hit rate 0.11% among 330,000; recombinant procaspase-3 D3A, Ac-DEVD-pNA absorbance 405 nm; P42574; activation, % at 8.5 µM;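 active = activation above the mean of all tested compounds plus 3 SD, cut at about 21% in these data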;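 note: 0% = DMSO alone and 100% = DMSO wells spiked with extra 5 µM PC-3 D3A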
# Target sequence (P42574 whole entry D9A/D28A/D175A): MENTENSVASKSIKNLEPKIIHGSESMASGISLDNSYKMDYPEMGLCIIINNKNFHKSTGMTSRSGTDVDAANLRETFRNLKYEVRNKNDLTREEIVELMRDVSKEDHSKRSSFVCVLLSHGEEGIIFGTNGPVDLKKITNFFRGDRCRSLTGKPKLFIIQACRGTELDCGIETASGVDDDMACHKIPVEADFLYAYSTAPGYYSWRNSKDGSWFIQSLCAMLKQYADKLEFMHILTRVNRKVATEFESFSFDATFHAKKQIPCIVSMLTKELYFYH
#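 Test system: Procaspase-3 D3A mutant; medium: Zinc-free HEPES/NaCl buffer with 0.01% Triton X-100 at pH 7.4; reagent: DEVD-pNA substrate; doses: one concentration, 8.5 µM nominal, 0.8% DMSO; times: 1 h preincubation plus 2 h reaction at 25 °C; signal: Epi-absorbance at 405 nm of released p-nitroaniline, 0 and 120 min; replicates: singlicate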
# RPL19A-GFP yeast: yeast TOR pathway RPL19A-GFP modulation. AID 2025. hit rate 0.3% among 330,000. percent response vs DMSO, % at 10 µM. S. cerevisiae RPL19A-GFP strain, flow cytometry, 3 h; active compounds read low;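 active = percent response vs DMSO below 50%; inconclusive = fewer than 70 events counted for the yeast strain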;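 note: median channel GFP fluorescence of the barcoded RPL19A-GFP strain; ratio of sample median GFP to plate DMSO average so 100% = DMSO; lower means less RPL19A-GFP as with rapamycin TOR inhibition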
# Numbers without * were called inactive; ? = inconclusive; · = no result given; [ ] = another dose, or the depositor's remark.
Molecule	CIT2 TOR yeast	AHR act	LAP4-GFP MLPCN	AGP1 TOR yeast	MEP2-GFP yeast	procasp7 counter	procasp3 activ	RPL19A-GFP yeast
CCOC(=O)Cc1nnc(NC(=O)COc2ccc(F)cc2)s1	·	1	91	91	88	-3	1	101
CCN(Cc1ccccc1)S(=O)(=O)c1ccc(S(=O)(=O)N2CCN(CCC#N)CC2)cc1	106	-2	98	110	102	9	0	100
COc1ccc(NC(=O)/C=N/O)cc1	107	2	108	103	102	13	0	102
Cn1c(N)c(C(=O)CSc2nnc(C3CC3)n2N)c(=O)n(C)c1=O	90	-2	101	100	95	6	12	100
Nc1c(N(CCC2=CCCCC2)C(=O)c2ccccc2F)c(=O)[nH]c(=O)n1Cc1ccccc1	99	4	89	93	92	1	7	93
C/C(Cc1ccccc1)=N\NC(=O)CNC(=O)COc1cccc(C)c1	96	1	108	108	99	-2	1	97
Cc1cc(OCc2nn[nH]n2)c2c(C)c(Cc3ccccc3)c(=O)oc2c1	77	0	83	81	88	11	4	94
O=C(O)C1CC(c2ccccc2F)=NO1 (configuration not stated)	106	0	102	102	99	3	2	100
O=C(Nc1nc2c(s1)CCCC2)c1cc2n(n1)C(C(F)(F)F)CC(C1CC1)N2 (configuration not stated)	?	1	85[may fluoresce violet]	·	182*[may fluoresce violet]	5	-5	61[may fluoresce violet]
CN(CC(=O)NCc1ccccc1)Cc1cccc(F)c1	92	·	88	98	102	·	·	98
COc1ccc(-c2csc(N3CCC(c4ccccc4)C3)n2)cc1 (configuration not stated)	100	-2	106	101	106	17	4	99
O=C(CN(Cc1ccco1)C(=O)Cn1nnc(-c2cccs2)n1)NCC1CCCO1 (configuration not stated)	94	1	89	98	100	3	1	98
Cc1cc(-n2nc(C)cc2C)n2nc(C)c(-c3ccccc3)c2n1	102	2	109	97	113	2	-2	105
Cn1ccc(-c2ccccc2)c(C#N)c1=O	90	1	96	98	101	-4	7	102
COc1ccccc1C(=O)NCC(=O)N/N=C/c1cccc(Cl)c1	107	-9	107	95	117	-5	12	99
Cc1ccc(-c2nnc(SCC(=O)N/N=C/c3ccc(C)s3)n2-c2ccccc2)cc1	109	1	99	102	109	8	1	101
CCOC(CNC(=O)c1cccn2c(=O)c3c(C)c(C)sc3nc12)OCC	100	8	93	95	107	-5	-2	102
CC(CCc1ccco1)NC(=O)Cn1ncc2c1-c1ccccc1OC2 (configuration not stated)	99	1	104	108	114	-8	-1	103
COc1cc(OC)cc(C(=O)NC(C)c2ccc(Br)cc2)c1 (configuration not stated)	103	1	89	98	108	-4	2	103
COC(=O)C1=C(C)N(CCc2ccc(OC)c(OC)c2)C(=O)/C1=C\c1ccc(O)cc1	92	3	83	89	101	-15	-9	95
O=C(N/N=C/c1ccc(O)cc1O)c1ccc(CN2C(=O)c3cccc4cccc2c34)cc1	·	4	99	94	99	24	23*	90
COc1ccc(Cl)cc1NC(=O)/C=C/C(=O)O	96	11	102	97	111	-1	4	106
COc1ccc(Cl)cc1N(C(=O)c1ccco1)C(C(=O)NC1CCCC1)c1ccncc1 (configuration not stated)	107	3	93	97	107	-5	-3	103
CNC(=S)Nc1cccc(S(=O)(=O)NC2=NCCC2)c1	104	2	100	97	101	1	5	98
Cc1ccc(CSCC(N)C(=O)O)cc1 (configuration not stated)	102	13	97	92	107	-7	-8	99
COc1ccccc1C(=O)NC(CCSC)C(=O)NC1CC1 (configuration not stated)	86	5	91	97	93	1	-9	97
Fc1ccccc1CN1CCN(c2ncccn2)CC1	102	0	91	101	110	-6	0	102
CC(C)c1ccc(S(=O)(=O)N(C)C2(C)CCS(=O)(=O)C2)cc1 (configuration not stated)	110	1	102	110	103	16	-7	104
COc1ccc(/C=C/C(=O)Oc2ccc(C)cc2)cc1	98	-1	86	99	94	6	6	104
COc1ccc(NC(=O)COC(=O)CCc2nc3ccccc3c(=O)[nH]2)cc1Cl	88	3	91	92	98	7	-4	89

# Other entries follow:
Molecule	CIT2 TOR yeast	AHR act	LAP4-GFP MLPCN	AGP1 TOR yeast	MEP2-GFP yeast	procasp7 counter	procasp3 activ	RPL19A-GFP yeast
CCn1c(SCC(=O)Nc2ccccc2C(=O)OC)nnc1-c1cccc(C)c1	101	-1	103	102	108	1	-6	101
Cc1ccccc1OCC(=O)NNC(=O)c1ccc(-c2ccccc2)cc1	103	11	104	115	106	-6	-10	101
CSc1ncc(Cl)c(C(=O)Nc2c(C)cccc2C)n1	116	0	94	98	102	3	1	105
Cc1cc(C)c(NC(=O)Cn2nc(-c3ccccc3)nc2-c2ccccc2)c(C)c1	104	5	100	102	104	9	13	105
CN(C)S(=O)(=O)c1ccc(NC(=O)CSc2n[nH]c(=O)n2C2CC2)cc1	98	0	117	98	112	-2	-3	96
O=C(O)CC(CNS(=O)(=O)c1cccc2nsnc12)c1ccccc1 (configuration not stated)	·	3	100	105	110	0	2	97
O=C(CNC(=O)c1cccnc1)N/N=C/c1cc(Br)c(O)c(Br)c1	92	6	·	98	96	-4	0	91
CCOC(=O)c1c(C)[nH]c(C(=O)COC(=O)CSC)c1C	108	6	108	106	112	6	5	102
O=C(O)COc1ccccc1/C=N/NC(=O)CSc1nc2ccccc2c(=O)n1-c1ccccc1	101	8	94	96	97	2	-2	97
CN(C)c1ccc(C(CNS(=O)(=O)c2ccc([N+](=O)[O-])cc2)N2CCCC2)cc1 (configuration not stated)	102	1	95	104	100	4	-6	96
O=C(c1cccc(C(F)(F)F)c1)N1CCOC12CCN(c1ncc(C(F)(F)F)cc1Cl)CC2	100	0	118	101	104	9	-4	95
Nn1c(SCC(=O)Nc2ccccc2F)nnc1-c1cccs1	109	5	99	111	99	1	6	101
COc1ccc(CC(=O)OCC(=O)N2N=C(c3ccccc3)CC2c2ccc(OC)cc2)cc1 (configuration not stated)	102	1	96	101	102	4	7	102
O=C(CSc1nnc(-c2ccncc2)n1CC1CCCO1)Nc1ccccc1Cl (configuration not stated)	83	1	86	92	94	-6	-4	96
COc1cc(C(=O)NC(c2ccccc2)c2ccccc2)cc(OC)c1C	92	1	113	96	97	-9	6	95
O=C(NCc1ccco1)C1CC(=O)N(c2ccc(Cl)cc2)C1 (configuration not stated)	102	0	106	108	103	10	2	102
Cc1[nH]c(C(=O)N/N=C/c2ccc(C(=O)O)cc2)c(C)c1C(=O)N/N=C/c1ccc(C(=O)O)cc1	100	1	101	109	100	-7	5	106
CS(=O)(=O)N(CCC(=O)O)Cc1ccccc1	107	0	100	99	100	-14	3	99
CCOC(=O)c1c(/N=C/N(C)C)sc(C(=O)OC)c1C	96	2	102	91	98	1	-1	97
CC(C)(C)N(Cc1ccccc1)C(=O)CCc1ccccc1	103	0	87	99	108	1	3	108
O=[N+]([O-])c1ccccc1CN1CCN(Cc2c[nH]c3ccccc23)CC1	104	11	97	102	100	-1	2	99
CC1Oc2ccccc2C=C1/C=N\NC(=O)c1cccnc1 (configuration not stated)	98	17	107	105	93	0	-1	97
Cn1c(SCC(=O)c2cccs2)nnc1-c1ccco1	86	0	92	91	94	-11	-3	95
COCCN(C(=O)COC(=O)COc1ccc2c(c1)CCC2)c1c(N)n(Cc2ccccc2)c(=O)[nH]c1=O	101	-2	103	106	95	-3	7	94
O=C(C1CCC1)N(CCc1ccccc1)Cc1nc2ccccc2c(=O)[nH]1	98	3	100	101	99	-6	-2	97
CC(C)CCn1c(NCCN(C)C)nc2c1c(=O)[nH]c(=O)n2C	94	2	86	86	90	8	5	86
Cc1cc(C)cc(SCc2noc(C(=O)NCC3CC3)c2C(=O)NCC2CC2)c1	112	24	134	87	93	-4	9	97
Cc1ccc(S(=O)(=O)N(C)c2c(C)ccc(S(=O)(=O)Nc3ccncc3)c2C)cc1	105	-1	101	104	109	8	2	106
COc1ccc(NC(=O)/C(N=Nc2cc(S(=O)(=O)Nc3ccc(OC)cc3)ccc2OC)=C(\C)O)cc1	82	2	91	91	93	-5	-4	95
CC(Sc1ccc(Cl)cc1)C(=O)NCc1cccnc1 (configuration not stated)	103	6	104	105	105	9	-4	100

# Rewritten with two lines to a compound: part of the list above.
# Under each structure – CIT2 TOR yeast | AHR act | LAP4-GFP MLPCN | AGP1 TOR yeast | MEP2-GFP yeast | procasp7 counter | procasp3 activ | RPL19A-GFP yeast
> O=C(O)CC(CNS(=O)(=O)c1cccc2nsnc12)c1ccccc1 (configuration not stated)
  · | 3 | 100 | 105 | 110 | 0 | 2 | 97
> O=C(CNC(=O)c1cccnc1)N/N=C/c1cc(Br)c(O)c(Br)c1
  92 | 6 | · | 98 | 96 | -4 | 0 | 91

# Continued:
Molecule	CIT2 TOR yeast	AHR act	LAP4-GFP MLPCN	AGP1 TOR yeast	MEP2-GFP yeast	procasp7 counter	procasp3 activ	RPL19A-GFP yeast
Cc1oc(-c2ccccc2)cc1C(N)=O	88	3	86	86	93	-6	0	93
NC1=NC(=O)C2(COC(c3ccncc3)OC2)S1 (configuration not stated)	99	1	104	102	106	-1	0	96
O=C(NC(=S)Nc1cccc2cc(O)ccc12)c1ccco1	95	31	87	91	97	-7	-1	98
Cc1cccc(C)c1NC(=O)C1CCCN1S(=O)(=O)c1ccc(-c2ccc(=O)[nH]n2)s1 (configuration not stated)	106	9	91	102	101	8	-2	98
O=S1(=O)CC(O)C(NCCO)C1 (configuration not stated)	92	1	96	101	93	9	2	90
NC(=O)c1cc[n+](Cc2ccc([N+](=O)[O-])cc2)cc1	100	2	100	102	100	-4	4	101
COc1ccc(Nc2cc(Nc3cc(OC)c(OC)c(OC)c3)ncn2)cc1	99	59*	109	107	103	-3	2	100
C=CCNC(=O)c1ccc([N+](=O)[O-])c(Cl)c1	96	-1	110	110	105	-4	4	97
COc1ccc(C2CC(c3ccc([N+](=O)[O-])cc3)=NN2C(=O)c2ccccc2)cc1OC (configuration not stated)	97	-2	94	102	95	3	-3	105
Cn1c(=O)[nH]c(=O)c2c1nc(OC(=O)c1ccccc1)n2CC(O)COc1ccccc1 (configuration not stated)	95	-1	101	99	104	2	-1	100
CCS(=O)(=O)N1CCN(c2ccc([N+](=O)[O-])c(NCc3ccccc3)c2)CC1	111	34	107	81	117	-5	-7	·
CCOC(=O)c1ccc(NC(=S)NCCc2ccc(F)cc2)cc1	110	-1	105	92	102	-17	-1	98
Cc1ccc(CSCC(=O)N2CCN(c3ccccc3)CC2)cc1	92	0	96	85	101	-7	0	92
CC(C)NC(=O)Nc1ccc2c(c1)C(=O)N([C@H](C)CO)C[C@H](C)[C@@H](CN(C)S(=O)(=O)c1ccc(F)cc1)O2	90	1	87	94	91	7	2	97
N#C/C(=C\c1ccco1)C(=O)Nc1cccc2ncccc12	100	-3	95	102	103	0	0	104
O=C1CN(C(=O)COC(=O)c2ccc(N3CCCCCC3)c([N+](=O)[O-])c2)c2ccccc2N1	94	1	104	97	100	1	-14	99
CCOc1ccc(CCNC(=O)C2CCN(c3nn4c(=O)cc(C)nc4s3)CC2)cc1OCC	92	0	89	100	147	2	5	99

# Compound activity: PubChem BioAssay, several laboratories
